# All columns: NCI-60 one-dose screen, growth in % after 48 h at 10 µM unless noted; 100 = growth as untreated, 0 = no growth, -100 = all killed.
# HS 578T: HS 578T breast cancer | hit rate 4.1% among 78,000 | AID 1794788
# MCF7: MCF7 breast cancer; hit rate 6.3% among 82,000; AID 1794796
# SK-MEL-28: SK-MEL-28 melanoma | hit rate 4.1% among 81,000
# BT-549: BT-549 breast cancer; hit rate 4.4% among 78,000; AID 1794793
# MDA-MB-468: MDA-MB-468 breast cancer. hit rate 8.5% among 78,000
# T-47D: T-47D breast cancer; hit rate 5% among 79,000
# LOX IMVI: LOX IMVI melanoma. hit rate 7.4% among 79,000
# MDA-MB-231: MDA-MB-231 breast cancer | hit rate 5% among 81,000
# The depositor's hits bear a star; x = no result given. The calls were made as follows: active = growth percent below 10; inactive = the rest. These rows are one share of the data, so the mix of outcomes need not match the whole.
SMILES,HS 578T,MCF7,SK-MEL-28,BT-549,MDA-MB-468,T-47D,LOX IMVI,MDA-MB-231
O=[N+]([O-])c1cccc(Cl)c1O,100,98,110,107,106,110,102,102
CCCOC(=O)Nc1ccc([As](=O)(O)O)cc1NC(=O)OCCC,103,99,120,102,84,95,99,92
Cc1ccc(CCN)cc1C,86,94,101,104,91,102,92,93
CCN(CC)CC(O)CN1CC2CCCCC2C1 (stereo not drawn),110,97,116,x,106,98,96,109
CN(C/C=C/CN(C)P(=S)(N1CC1)N1CC1)P(=S)(N1CC1)N1CC1,106,84,111,104,95,108,81,106
CN1C(=O)C(=Cc2cn(-c3nc(N4CCOCC4)nc(N4CCOCC4)n3)c3ccccc23)C(=O)N(C)C1=O,105,92,110,104,107,96,92,107
Cc1ccc2[nH]c(=S)n(-c3ccc(F)cc3)c(=O)c2c1,104,95,101,94,92,94,93,93
O=c1cc(CCl)[nH]nc1CCl,108,91,96,124,111,100,96,104
CC/C=C(\C)C1(CCC)C(=O)NC(=O)NC1=O,99,103,150,105,114,97,98,102
COC(=O)[C@@H](C)C[C@H](Cc1ccc2ccccc2c1)NC(=O)c1csc([C@@H](C[C@H](C(C)C)N(C)C(=O)[C@@H](NC(=O)[C@H]2CCCCN2C)C(C)C)OC(C)=O)n1,41,17,69,-22*,67,73,28,21
CCOC(=O)C(C#N)c1ccccc1 (stereo not drawn),106,97,117,108,93,x,93,103
COc1cc(CC#N)cc(OC)c1OC,103,106,109,106,105,94,92,105
O=C1C=C(Cl)C(=O)C(Cl)=C1,114,100,117,97,121,106,93,108
CN(C)c1nn[nH]n1,101,98,106,110,86,97,106,122
ClC1OC(Cl)(Cl)C(Cl)(Cl)OC1(Cl)Cl (stereo not drawn),135,77,106,84,105,91,108,105
CC(C)CCC1C(=O)NC(=O)NC1=O,97,89,101,100,114,79,104,97
CCN(CC)CCOC(=O)C(OC)(c1ccccc1)c1ccccc1,94,90,109,101,104,115,101,103
Cn1ncc(Nc2ccc(CCN)cc2)c(Cl)c1=O,108,10,115,105,86,85,94,105

# Fetched by compound from above (2):
SMILES,HS 578T,MCF7,SK-MEL-28,BT-549,MDA-MB-468,T-47D,LOX IMVI,MDA-MB-231
O=c1cc(CCl)[nH]nc1CCl,108,91,96,124,111,100,96,104
CCN(CC)CC(O)CN1CC2CCCCC2C1 (stereo not drawn),110,97,116,x,106,98,96,109

# Given as tab-separated lines: 7 of the compounds above
Compound	HS 578T	MCF7	SK-MEL-28	BT-549	MDA-MB-468	T-47D	LOX IMVI	MDA-MB-231
CCCOC(=O)Nc1ccc([As](=O)(O)O)cc1NC(=O)OCCC	103	99	120	102	84	95	99	92
Cc1ccc(CCN)cc1C	86	94	101	104	91	102	92	93
CCN(CC)CCOC(=O)C(OC)(c1ccccc1)c1ccccc1	94	90	109	101	104	115	101	103
CCN(CC)CC(O)CN1CC2CCCCC2C1 (stereo not drawn)	110	97	116	x	106	98	96	109
CN(C/C=C/CN(C)P(=S)(N1CC1)N1CC1)P(=S)(N1CC1)N1CC1	106	84	111	104	95	108	81	106
Cn1ncc(Nc2ccc(CCN)cc2)c(Cl)c1=O	108	10	115	105	86	85	94	105
O=c1cc(CCl)[nH]nc1CCl	108	91	96	124	111	100	96	104

# Screens as filed in PubChem.
